PME-1 primary: PME-1 inhibitors via competitive probe labeling, primary screen, biochemical, fluorescence polarization, FP-Rh probe, HTS; Protein phosphatase methylesterase 1 (Homo sapiens), Q9Y570; recombinant PME-1; inhibition, % at 5.9 µM; 320,000 tested, 0.53% active; AID 2130, 2009;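 active means inhibition above the campaign mean of all compounds plus 3 SD, cut at about 26% in these data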;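 further: competitive labeling of PME-1 active site by serine hydrolase directed probe; 0% = PME-1 with DMSO and 100% = wells lacking PME-1 enzyme; inhibitors block probe labeling so polarization falls and inhibition rises; many of its hits are not listed in these tables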
GLD-1 RNA inh: GLD-1/TGE RNA complex disruptors, primary screen, biochemical, fluorescence polarization. purified GLD-1 + fluorescein TGE RNA. inhibition, % at 5.96 µM. 320,000 tested, 0.44% active. AID 2280, 2010;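 active means percent inhibition above a per-plate cutoff, the plate mean of test compounds plus 3 SD, cut at about 30% in these data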;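 further: 0% = DMSO wells with GLD-1 and probe and 100% = wells lacking GLD-1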
Target sequence (Q17339 whole entry, looked up): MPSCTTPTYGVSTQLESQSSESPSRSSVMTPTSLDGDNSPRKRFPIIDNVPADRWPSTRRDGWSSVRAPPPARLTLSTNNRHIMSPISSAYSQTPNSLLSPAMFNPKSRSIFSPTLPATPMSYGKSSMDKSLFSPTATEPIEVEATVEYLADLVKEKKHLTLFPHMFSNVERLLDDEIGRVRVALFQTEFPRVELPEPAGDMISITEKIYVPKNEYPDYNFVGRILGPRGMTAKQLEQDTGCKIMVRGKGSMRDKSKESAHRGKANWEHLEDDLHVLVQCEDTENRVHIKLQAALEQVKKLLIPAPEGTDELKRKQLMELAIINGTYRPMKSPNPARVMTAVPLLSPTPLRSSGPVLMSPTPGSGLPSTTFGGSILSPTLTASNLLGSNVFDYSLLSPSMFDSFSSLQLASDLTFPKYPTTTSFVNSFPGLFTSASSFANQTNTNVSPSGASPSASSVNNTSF
MCL1 BIM primary: inhibitors of MCL1 binding to BIM-BH3, primary screen, biochemical, fluorescence polarization; GST-MCL1 / FITC-Bim-BH3 fluorescence polarization; inhibition, % at 10.9 µM; 320,000 tested, 0.68% active; AID 2057, 2009;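 active means inhibition above the mean inhibition of all tested compounds plus 3 SD, set per campaign, cut at about 40% in these data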;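 further: 0% = DMSO wells and 100% = unlabeled Bim-BH3 peptide control; higher means more loss of mP so more displacement of Bim peptide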
Efflux pump mplx: inhibitors of Candida efflux pumps in yeast, primary screen, S. cerevisiae, Nile Red, multiplex; S. cerevisiae Candida pump triplex; inhibition, % at 10 µM; 330,000 tested, 0.44% active; AID 485275, 2010;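 active means plate passing quality check with inhibition over a set limit, or well fluorescence over plate mean plus 4 SD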;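 further: Nile Red retained in pooled yeast measured as flow cytometry median fluorescence; 0% = buffer negative control and 100% = Enniatin B positive control; higher means more Nile Red kept so more efflux inhibition; some compounds called inactive have numbers as strong as hits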
Fam108B counter: mouse Fam108B serine hydrolase inhibitors, primary screen, counter-screen for RBBP9 inhibitor project, biochemical, fluorescence polarization; recombinant Fam108B, FP-Rh probe fluorescence polarization; inhibition, % at 9.51 µM; 300,000 tested, 0.33% active;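 active means inhibition above the screen mean inhibition plus 3 SD, computed separately per campaign, cut at about 18% in these data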;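 further: inhibitors lower polarization as less probe binds the enzyme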
VLA-4 inh: inhibition in human VLA-4 binding assay, primary screen, VLA-4 allosteric modulator project, MLPCN library, flow cytometry, VLA-4 expressing cells; 330,000 tested, 0.2% active; Integrin alpha-4 (Homo sapiens), P13612; inhibition, % (about 7 µM as worked out from the volumes in the protocol); ligand binding flow cytometry; in the data active means inhibition above about 50%
GRK2 aptamer HTS: compounds blocking aptamer binding on GRK2 – biochemical, human GRK2, bead flow cytometry, HTS, primary screen; Beta-adrenergic receptor kinase 1 (Homo sapiens), P25098; FAM-aptamer displacement from GRK2; inhibition of aptamer binding, % at 10 µM; 330,000 tested, 0.59% active; AID 488847, 2010;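 active means inhibition of aptamer binding above 40%, roughly 3 SD of noise, on plates passing a quality check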;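 further: median bead fluorescence of bound FAM aptamer so fluorescent compounds give negative values; no value below 0 was filed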
MEX-5 binding: MEX-5 zinc finger RNA-binding disruptors – biochemical, C. elegans, fluorescence polarization, MLPCN library, primary screen; Zinc finger protein mex-5 (Caenorhabditis elegans), Q9XUB2; MEX-5/FITC-TCR2 RNA binding; active compounds read low; 300,000 tested, 0.38% active; activity score (negative = inhibition of binding), % at 10 µM;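 active means inhibition past about -25% in most replicates, and total fluorescence under double the plate's negative control median, limit read from the data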;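 further: 0% = DMSO and -100% = 5 µM competing unlabeled TCR2 RNA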
Target sequence (Q9XUB2 whole entry, looked up): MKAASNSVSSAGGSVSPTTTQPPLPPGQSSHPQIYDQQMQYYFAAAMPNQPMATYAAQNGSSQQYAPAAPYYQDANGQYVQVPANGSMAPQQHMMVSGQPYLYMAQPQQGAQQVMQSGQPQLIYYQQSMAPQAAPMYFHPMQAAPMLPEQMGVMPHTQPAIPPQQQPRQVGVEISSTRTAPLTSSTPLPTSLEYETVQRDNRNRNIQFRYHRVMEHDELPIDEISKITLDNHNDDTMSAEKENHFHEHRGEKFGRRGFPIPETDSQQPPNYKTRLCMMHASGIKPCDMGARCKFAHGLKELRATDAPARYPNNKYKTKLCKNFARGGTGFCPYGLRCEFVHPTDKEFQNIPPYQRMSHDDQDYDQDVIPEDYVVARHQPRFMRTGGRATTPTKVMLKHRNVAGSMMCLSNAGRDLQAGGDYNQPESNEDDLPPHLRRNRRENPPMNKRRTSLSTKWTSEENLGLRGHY
Bcl-xL primary: inhibitors of human Bcl-xL, primary screen, biochemical, fluorescence polarization, HTS | inhibition, % at 10.9 µM | AID 2129, 2009 | GST-Bcl-xL / FITC-Bim BH3 peptide fluorescence polarization | 320,000 tested, 0.7% active | Bcl-2-like protein 1 (Homo sapiens), Q07817;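 active means inhibition above the mean of all tested compounds plus 3 SD, cutoff set per campaign, cut at about 30% in these data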;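 further: 0% = DMSO wells and 100% = unlabeled Bim-BH3 peptide competitor; inhibitors lower millipolarization by displacing the labeled peptide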
An asterisk follows results filed as active; / = not tested or not shown. Some of the compounds tested, so the mix of outcomes need not match the whole.

SMILES	PME-1 primary	GLD-1 RNA inh	MCL1 BIM primary	Efflux pump mplx	Fam108B counter	VLA-4 inh	GRK2 aptamer HTS	MEX-5 binding	Bcl-xL primary
CN(C(=O)c1ccc2c(=O)n3c(nc2c1)CCCCC3)c1ccccc1Cl	-4	-5	4	0.0	7	6	0	-4.6	7
Clc1ccc(Nc2nc(-c3cccs3)cs2)nc1	15	5	-2	0.0	6	-5	1	2.2	2
CCn1cc(C(=O)NCCCOC)c(=O)c2cc(S(=O)(=O)N(C)C3CCCCC3)ccc21	-5	7	7	0.4	-1	-16	2	0.4	-3
CC(=O)NC(=S)Nc1cccc(S(=O)(=O)NC2=NCCC2)c1	1	3	5	-0.2	8	16	9	-0.1	4
COc1ccc2nccc(/C=C/c3ccnc4ccc(OC)cc34)c2c1	-4	-4	16	0.7*	-5	16	/	1.0	12
CCc1ccc(OCC(=O)N/N=C(\C)c2ccc(O)cc2O)cc1	2	-4	2	-0.1	4	3	1	-1.2	1
COc1ccc(-c2nc(CS(=O)CC(=O)NCCCN3CCCC3)c(C)o2)cc1OC (stereo not given)	7	0	2	0.0	-4	-20	0	1.0	6
COC(=O)[C@@H]1CCCN1Cc1c(C(=O)N2CCCCC2)nc2c(C)cccn12	-1	8	1	-0.1	1	-5	2	-1.3	6
Cc1cc(NS(=O)(=O)c2ccc(NC(=O)c3ccccc3C)cc2)no1	-6	3	-4	-0.1	-2	-1	2	-1.2	3
CCCCn1c(N)c(N(CCOC)C(=O)C2CCN(C(=O)c3ccccc3C)CC2)c(=O)[nH]c1=O	-4	6	-10	-0.1	-4	-12	2	-3.0	-3
CC(NCC(c1ccco1)N1CCCCC1)C(=O)NC1CCCC1 (stereo not given)	2	5	3	-0.3	2	6	0	-4.2	4
O=C(Cn1nc(C(F)(F)F)c2c1CCC2)N1CCN(c2ccccc2)CC1	-1	0	-4	0.0	-1	12	5	-1.7	3
CC1(C)CC(=O)C2=C(C1)c1c(ccc3ccccc13)NC2c1ccc(Br)o1 (stereo not given)	-5	7	9	0.0	2	-28	3	0.9	11
COCc1c(Br)c(C)nc(OCC(=O)N/N=C/c2ccc(C)o2)c1C#N	1	6	5	0.0	-1	23	2	-1.1	4
OCCN(CC(O)Cn1ccc2ccccc21)CC(O)Cn1ccc2ccccc21 (stereo not given)	2	1	3	0.0	-3	0	1	-2.0	6
CC(C)(C)C(=O)O/N=C(\N)Cc1ccc(-c2csnn2)cc1	1	6	2	-0.2	3	25	1	0.2	-1
COc1ccc(CCNC(=O)c2ccc(Cl)cc2Cl)cc1OC	10	5	-3	0.0	2	-3	0	-0.6	4
COc1ccccc1-c1nc(-c2cccc(C)c2)no1	3	-1	6	0.1	-2	10	0	-0.3	1
Cc1cccc(C)c1NC(=O)CSc1nc2[nH]c(=O)cc(O)c2s1	-2	4	15	-0.1	/	15	2	/	8
N#Cc1c(C(F)(F)F)cc(-c2ccco2)nc1SCc1ccncc1	8	-12	-28	0.0	2	-37	0	-7.8	-7
Cc1ccc(/C(O)=C2\C(=O)C(=O)N(CC(C)O)C2c2cccc(F)c2)cc1 (stereo not given)	-6	7	5	0.0	1	2	0	2.3	2
Cc1nc(S(=O)(=O)Nc2ccc3c(c2)OCCO3)cn1C	-1	5	3	-0.3	6	0	2	-1.9	8
O=C(NCc1ccco1)/C(=C\C=C\c1ccccc1)NC(=O)c1ccco1	0	8	-4	-0.2	-2	15	1	-1.4	-1
COc1cc(-c2nc3cnccn3c2Nc2ccc3c(c2)OCCO3)ccc1O	4	-10	-4	0.1	3	32	2	0.2	3
COc1ccc(-n2nc(C(=O)NCC(=O)NCCCN3CCOCC3)c3ccccc3c2=O)cc1OC	1	-2	2	-0.1	2	-2	0	1.4	4
COc1ccccc1N1CCN(C(=O)CCCC2=NS(=O)(=O)c3ccccc3N2)CC1	3	0	3	0.0	2	7	0	3.6	1
CNC(=O)C(=O)NCC1OCCCN1S(=O)(=O)c1cccs1 (stereo not given)	-5	-2	-1	-0.4	4	32	0	-2.5	3
O=C(CN1C(=O)c2ccccc2C1=O)Nc1sc2c(c1C(=O)NCC1CCCO1)CCC2 (stereo not given)	-1	6	5	-0.1	4	1	0	-1.9	-3
Cn1cccc1/C=N/NC(=O)CNc1ccc2ccccc2c1	10	8	7	-0.3	3	26	0	-0.5	4
Cc1ccc(-n2c(SCC(=O)N3CC(=O)Nc4ccccc43)nc3ccccc3c2=O)cc1	-11	4	10	-0.4	0	11	2	1.8	5
O=C(N/N=C\c1ccco1)Nc1cccc(Cl)c1	2	5	5	0.1	-2	12	3	1.3	10
CN1CCN(C(=O)c2ccccc2-c2ccccc2C(=O)O)CC1	0	-5	8	6.7*	-3	9	4	0.2	3
CC(CCc1ccccc1)NC(=O)C(=O)NCCO (stereo not given)	3	4	4	-0.1	2	5	0	-0.8	4
CC(OC(=O)Cn1[nH]c(=O)c2ccccc2c1=O)C(=O)Nc1ccc(F)cc1Cl (stereo not given)	0	-4	-4	0.0	-3	-12	0	-0.3	-3
O=C(c1ccc(Oc2ccc(Cl)cc2)c([N+](=O)[O-])c1)N1CCCC1	5	6	7	-0.1	0	-12	1	1.0	4
COc1cc(/C=C/C(=O)OCC(=O)NCCC2=CCCCC2)cc(OC)c1OC	/	-5	/	-0.1	/	-1	5	/	/
Nc1nc(CSCCO)nc(Nc2ccc(F)cc2)n1	-1	2	8	0.3	1	-127	0	1.1	11
O=C1NC(NS(=O)(=O)c2ccccc2)(C(F)(F)F)C(=O)N1CCc1ccccc1 (stereo not given)	5	0	-1	0.4	0	3	1	-5.4	0
COc1ccc(N2CCN(C(=O)C3CCCN(S(=O)(=O)c4c(C)noc4C)C3)CC2)cc1 (stereo not given)	-6	1	2	0.1	-2	19	0	2.0	4
COc1ccc(S(=O)(=O)NCCNC(=O)N2CCOCC2)cc1	4	1	10	-0.5	-2	-15	1	-0.7	2

Structures shown so far with a furan ring, fused or not:
SMILES	PME-1 primary	GLD-1 RNA inh	MCL1 BIM primary	Efflux pump mplx	Fam108B counter	VLA-4 inh	GRK2 aptamer HTS	MEX-5 binding	Bcl-xL primary
CC(NCC(c1ccco1)N1CCCCC1)C(=O)NC1CCCC1 (stereo not given)	2	5	3	-0.3	2	6	0	-4.2	4
CC1(C)CC(=O)C2=C(C1)c1c(ccc3ccccc13)NC2c1ccc(Br)o1 (stereo not given)	-5	7	9	0.0	2	-28	3	0.9	11
COCc1c(Br)c(C)nc(OCC(=O)N/N=C/c2ccc(C)o2)c1C#N	1	6	5	0.0	-1	23	2	-1.1	4
N#Cc1c(C(F)(F)F)cc(-c2ccco2)nc1SCc1ccncc1	8	-12	-28	0.0	2	-37	0	-7.8	-7
O=C(NCc1ccco1)/C(=C\C=C\c1ccccc1)NC(=O)c1ccco1	0	8	-4	-0.2	-2	15	1	-1.4	-1
O=C(N/N=C\c1ccco1)Nc1cccc(Cl)c1	2	5	5	0.1	-2	12	3	1.3	10

Additional structures
SMILES	PME-1 primary	GLD-1 RNA inh	MCL1 BIM primary	Efflux pump mplx	Fam108B counter	VLA-4 inh	GRK2 aptamer HTS	MEX-5 binding	Bcl-xL primary
COc1ccc(N2CCN(CC(=O)c3c[nH]c4ccccc34)CC2)cc1	-2	-2	-5	0.1	-2	-26	0	-3.4	0
CSc1nc(N2CCOCC2)c2c3c(sc2n1)CCC3	1	2	3	-0.1	2	7	1	-4.5	0
Cc1ccc(C)c(S(=O)(=O)N2CCN(C(=O)CSc3ccccc3)CC2)c1	/	/	/	-2.1	/	8	0	-3.2	/
C/C(=N\NC(=O)c1ccc(F)cc1)c1ccccn1	-1	0	5	0.1	0	-15	2	-0.4	0
CC(Oc1ccc2c3c(c(=O)oc2c1)CCCC3)C(=O)NCc1ccccn1 (stereo not given)	-5	-1	0	0.0	0	0	0	3.9	0
COc1ccc(-c2nc3n(c2C)Cc2ccccc2-3)cc1	4	4	41*	-0.1	6	4	4	-2.0	46*
CCOc1ccc(NS(=O)(=O)c2ccc(NS(=O)(=O)c3ccccc3)cc2)cc1	9	0	5	0.0	0	-4	0	0.6	5
CCn1c(-c2cc(Cl)ccc2OC)n[nH]c1=S	-2	-2	-9	0.1	2	1	1	-3.9	-20
Cc1ccccc1NC(=O)C1(NC(=O)c2cccc(N3C(=O)CSC3c3ccccc3)c2)CCCCC1 (stereo not given)	-2	-11	-4	-0.1	1	34	0	2.6	0
CCC(C)NC(=O)CSc1nc2ccccc2c(=O)n1CCCC(=O)NCC1CCCO1 (stereo not given)	-1	-7	-2	0.0	-2	1	0	2.1	9
Cc1cc(C)c2nc(SCC(=O)NNC(=O)c3ccco3)c(C)cc2c1	-10	2	1	0.3	-4	-11	0	-1.6	3
CC(C)(C)c1ccc(OCCC(=O)NNC(=O)c2ccncc2)cc1	-4	1	-1	0.3	0	5	3	-1.1	0
COc1cc(CCNC(=O)CCCn2c(=O)c3cccn3c3cccnc32)cc(OC)c1OC	-6	10	-6	-0.1	2	-6	1	0.7	-2
CCCCc1nc2cc(C(=O)N3CCCCC3C(=O)OC)ccc2o1 (stereo not given)	-3	5	8	0.0	-2	-3	1	2.4	4
COc1ccc(SCCN2CC[C@@H](O)CCC2=O)cc1	5	2	1	-0.2	/	10	0	/	4
CN(CCCC(=O)Nc1nccs1)S(=O)(=O)c1ccc(Cl)cc1	13	2	1	0.0	-4	13	1	1.7	3
OCC1(CCCc2ccccc2)CCN(Cc2ccc(F)cc2)CC1	-1	-2	11	0.0	-3	4	0	0.5	0
C=CCNC(=O)c1ccc(Cl)cc1Cl	-2	-7	-9	0.1	2	16	2	/	-1
